SKKanGAS inh – S. pyogenes SKKanGAS growth inhibitors in kanamycin, primary screen, streptokinase expression inhibitor project, SKKanGAS strain, BacTiter-Glo luminescence | 6 h | inhibition, % at 7.5 µM | 300,000 tested, 1.3% active | AID 1662, 2009;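 active = mean replicate score, as percent of positive control median, at least 50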;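 note: strain carries kanamycin resistance gene driven by streptokinase promoter and grows in 40 µg/ml kanamycin; loss of luminescence reflects streptokinase promoter inhibition or plain growth inhibition; 0% = median of DMSO wells and 100% = positive control at its reference dose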
hERG protect – hERG rescue from dofetilide block, primary screen, cell-based, CHO-hERG, FluxOR thallium flux, dofetilide IC70. Voltage-gated inwardly rectifying potassium channel KCNH2 (Homo sapiens), Q12809. dofetilide IC70 present. activation (rescue from dofetilide block), less the hit threshold, % at 10 µM. 310,000 tested, 0.51% active;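 active = activation above the mean of controls blocked by dofetilide plus 5 SD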;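 note: thallium influx through hERG after potassium depolarization seen as dye fluorescence rise; in these data hits start at about 4.7%; inactives centre near -7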
KCNQ1 act – potentiators or activators of KCNQ1 channel, primary screen, cell-based, thallium flux, high-throughput; Potassium voltage-gated channel subfamily KQT member 1 (Homo sapiens), P51787; CHO-K1 KCNQ1, thallium flux FluxOR fluorescence; active compounds read high; B-score at 10 µM; 310,000 tested, 0.35% active; AID 2648, 2010;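 active = fluorescence ratio B-score, a plate-corrected score, at least three library SD, with initial intensity B-score within 5 SD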
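Assay system: CHO-K1 cells stably expressing KCNQ1; Medium: assay buffer with matched DMSO; Also added: K+/Tl+ depolarizing stimulus; Dosing: single dose; Timing: dye 90 min, compound 20 min, room temperature; Measured by: kinetic FluxOR thallium fluorescence, 10-s 1-Hz baseline, 110-s post-stimulus read; Read-out: peak-minus-minimum fluorescence over initial fluorescence, negative-control normalized, B-scored.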
TMEM16A act – TMEM16A chloride channel activators or potentiators, primary screen, cell-based, HTS | HEK293 TMEM16A/YFP-H148Q/I152L, iodide quench fluorescence; active compounds read low | B-score at 10 µM | AID 623877, 2012 | 340,000 tested, 0.3% active;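 active = fluorescence-ratio B-score plate-corrected deviation score at least 3 library SD below zero, with starting fluorescence score within 5 deviations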;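 note: channel opened by trigger with iodide after compound preincubation; score built on the fluorescence ratio of max minus min over baseline; more negative score means more quench and so TMEM16A activation or potentiation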
Target sequence (Q8BHY3 whole entry, looked up): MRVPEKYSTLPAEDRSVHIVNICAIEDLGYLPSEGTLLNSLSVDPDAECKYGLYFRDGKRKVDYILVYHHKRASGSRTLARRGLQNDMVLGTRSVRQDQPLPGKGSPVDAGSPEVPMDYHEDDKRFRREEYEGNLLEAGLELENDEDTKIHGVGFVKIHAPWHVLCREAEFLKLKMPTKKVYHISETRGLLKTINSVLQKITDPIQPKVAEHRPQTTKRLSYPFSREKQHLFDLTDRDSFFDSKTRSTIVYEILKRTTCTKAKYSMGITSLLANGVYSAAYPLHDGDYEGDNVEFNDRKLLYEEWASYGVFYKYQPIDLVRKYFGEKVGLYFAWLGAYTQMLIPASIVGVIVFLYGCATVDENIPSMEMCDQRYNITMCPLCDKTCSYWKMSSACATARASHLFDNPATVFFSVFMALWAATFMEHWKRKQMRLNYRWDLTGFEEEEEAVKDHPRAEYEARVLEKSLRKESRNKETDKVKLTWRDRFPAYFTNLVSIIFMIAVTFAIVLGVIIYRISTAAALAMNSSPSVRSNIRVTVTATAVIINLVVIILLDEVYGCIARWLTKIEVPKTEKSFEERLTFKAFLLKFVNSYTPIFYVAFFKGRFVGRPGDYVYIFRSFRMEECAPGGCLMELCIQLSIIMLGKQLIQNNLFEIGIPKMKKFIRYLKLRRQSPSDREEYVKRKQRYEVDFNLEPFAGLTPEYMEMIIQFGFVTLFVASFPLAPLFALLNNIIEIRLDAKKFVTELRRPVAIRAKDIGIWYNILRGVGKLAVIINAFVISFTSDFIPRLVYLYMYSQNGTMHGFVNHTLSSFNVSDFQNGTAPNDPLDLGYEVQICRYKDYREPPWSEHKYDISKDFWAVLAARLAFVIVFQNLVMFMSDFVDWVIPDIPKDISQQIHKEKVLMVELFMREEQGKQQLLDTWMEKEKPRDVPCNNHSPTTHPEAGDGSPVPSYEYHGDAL
RGS4 inh – RGS4 inhibitors, primary screen, cell-based, HEK293 M3R inducible RGS4, calcium flux; B-score at 10 µM; Fluo-4 calcium flux; active compounds read high; triggered by carbachol at its EC20; 310,000 tested, 0.45% active; Regulator of G-protein signaling 4 (Homo sapiens), P49798; AID 463165, 2010;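 active = B-score, a plate-corrected calcium signal, over three deviations above library mean, with baseline fluorescence within five deviations of library mean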;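 note: RGS4 expression induced by doxycycline in cells with stable M3 receptor; B-score is computed from the integrated fluorescence ratio over baseline after carbachol; higher B-score means a larger calcium signal and so more RGS4 inhibition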
KCNK9 block – KCNK9 potassium channel inhibitors, primary screen, HEK293 cells, thallium flux | Potassium channel subfamily K member 9 (Homo sapiens), Q9NPC2 | FluxOR thallium flux fluorescence; active compounds read low | B-score at 10 µM | 310,000 tested, 1.2% active;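 active = ratio B-score over 3 SD below the library mean, with starting fluorescence within 5 SD of its mean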;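 note: negative B-score means less thallium flux so channel inhibition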
KCNQ1 block – inhibitors of human KCNQ1 channel, primary screen, cell-based, thallium flux, high-throughput; 310,000 tested, 1.3% active; CHO-K1 KCNQ1, FluxOR thallium flux fluorescence; active compounds read high; B-score at 10 µM;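 active = compounds whose thallium flux B-score, printed positive for inhibition, exceeds three library SD while starting fluorescence stays within three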;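 note: channel opened by potassium depolarization with thallium stimulus after 20 min compound exposure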
HDAC3 inhib – HDAC3 deacetylase inhibitors, primary screen, biochemical, fluorescence, cell-free homogeneous | 320,000 tested, 0.15% active | Histone deacetylase 3 (Homo sapiens), O15379 | recombinant HDAC3, fluorogenic peptide/trypsin coupled | inhibition, % at 8.3 µM; in the data active = inhibition above about 26%, passing the limit was not always enough
KCNK3 inh – human KCNK3 channel inhibitors, primary screen, CHO cells, FluxOR thallium flux, B-score | AID 602410, 2012 | 340,000 tested, 0.84% active | FluxOR fluorescence; active compounds read low | B-score at 10 µM | Potassium channel subfamily K member 3 (Homo sapiens), O14649;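 active = B-score under library mean minus 4 SD, starting fluorescence ratio at most library mean plus 5 SD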;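 note: more negative B-score means stronger inhibition of thallium flux through KCNK3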
TMEM16A inh – TMEM16A chloride channel inhibitors, primary screen, cell-based, HTS; Anoctamin-1 (Mus musculus), Q8BHY3; HEK293 TMEM16A/YFP iodide influx fluorescence, ionomycin; normalized B-score (activity score, 25-100; higher = stronger inhibition) at 10 µM; 310,000 tested, 1.2% active; AID 588511, 2011;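 active = ratio plate-corrected score three or more library SD toward inhibition, starting fluorescence score within five deviations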;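 note: score derived from kinetic fluorescence span divided by baseline fluorescence per well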
RGS4 pot – RGS4 potentiators or activators, primary screen, cell-based, HEK293 M3R inducible RGS4, calcium flux | carbachol calcium flux Fluo4; active compounds read low | B-score at 10 µM | 310,000 tested, 0.92% active | AID 463111, 2010;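 active = B-score of the integrated calcium signal more than 4 SD below the library mean, with starting fluorescence not abnormally high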;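 note: negative B-score means reduced calcium response which marks RGS4 activation or potentiation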
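System: HEK293 FlpIn-TREx cells, stable M3R, doxycycline-inducible RGS4. Timing: overnight RGS4 induction, 30 min dye load 37 °C, 20 min compound RT. Also added: carbachol, ECmax concentration. Measured by: Fluo4 fluorescence kinetic imaging of calcium. Evaluation: integrated calcium ratio converted to B score.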
* marks the source's active call; other numbers are inactive results; i = inactive; . = not tested or not shown. Compounds as they come (roughly 6.3% active in at least one column).

smiles	KCNK9 block	KCNQ1 act	hERG protect	RGS4 pot	RGS4 inh	HDAC3 inhib	SKKanGAS inh	KCNK3 inh	TMEM16A act	TMEM16A inh	KCNQ1 block
O=C(CNC(=O)c1cccs1)N=Nc1c(O)[nH]c2ccc([N+](=O)[O-])cc12	i	i	-9	i	i	-7	7	i	i	i	i
CN(CC(=O)Nc1cccc(F)c1)C(=O)c1ccc2c(c1)S(=O)(=O)N=C1CCCCCN12	i	i	-16	i	i	3	-4	i	i	i	i
CCCCC[C@H](O)/C=C/[C@H]1CCC(=O)[C@@H]1CCCCCCC(=O)N1CCCCC1CO (stereo not given in full)	-12*	i	-4	-8.5*	i	5	6	i	.	i	i
CCCc1nc(SCC(=O)Nc2cc(C)on2)c2ccccc2n1	i	i	-4	i	i	0	8	i	i	i	i
O=C(Nc1nnc(CCOCCOCCc2nnc(NC(=O)c3ccco3)s2)s1)c1ccco1	i	i	-5	i	i	0	3	i	i	i	i
Nc1c(C(=O)NCc2ccco2)sc2nc(N3CCOCC3)c3c(c12)CCCC3	i	i	-11	i	i	-22	9	i	i	i	i
Cc1ccc(C(Sc2ccccc2)C(Cn2cncn2)C(=O)c2ccccc2)cc1 (stereo not given)	i	i	-5	i	i	8	9	i	i	i	i
O=C(CSc1n[nH]c(-c2ccccc2)n1)NC1CCCCC1	i	i	-8	i	i	-6	-3	i	i	i	i
COc1cc(/C=N/NS(=O)(=O)c2ccc3ccccc3c2)ccc1OCCN1CCOCC1	i	i	-16	i	i	-1	0	i	i	i	i
Cc1cccc(Nc2ccccc2C(=O)O)c1C	i	i	-4	i	i	.	14	i	i	i	i
CCOC(=O)C(=CNc1ccc(Oc2cccnc2)nc1)C(=O)OCC	i	i	4.6*	i	i	5	1	i	i	i	i
Cc1cccc2c3c([nH]c12)CCNC3	i	i	-4	i	i	2	1	i	i	i	i
CCOc1cc(CNCCc2ccc(S(N)(=O)=O)cc2)ccc1OCC(=O)NC(C)(C)C	i	i	-9	i	i	-1	-6	i	i	i	i
CC(OC(=O)c1nsc(Cl)c1Cl)C(=O)NC1CCCCC1 (stereo not given)	i	i	-7	i	i	5	-1	i	i	i	i
CCC1(C)COC(C)(CC(=O)NNC(=O)Nc2ccccc2)OC1 (stereo not given)	i	i	-9	i	i	-4	1	i	i	i	i
O=c1nc(N2CCCCCC2)nc(N2CCCCCC2)[nH]1	i	i	-18	i	i	-2	14	i	i	i	i
Cc1nc2c(-c3ccccc3)c(C)nn2c(N)c1-c1ccccc1	i	i	-6	i	i	-1	-1	i	i	i	7*
Cc1cc(NC(=O)CCC(=O)N(Cc2ccco2)C(C(=O)NC2CCCC2)c2ccccc2F)no1 (stereo not given)	i	i	-12	i	i	-1	-4	i	i	i	i
CC(=O)Nc1ccc(C(=O)OCC(=O)c2ccc(F)cc2)cc1	i	i	-2	i	i	2	-4	i	i	i	i
O=C(CCCC(=O)Nc1cccc(Br)c1)N/N=C/c1cc([N+](=O)[O-])ccc1O	i	i	-9	i	i	-4	99*	i	i	i	7*
COCCN1CC(C(=O)N2CCC(Oc3ccccc3OC)CC2)CCC1=O (stereo not given)	i	i	-5	i	i	1	-5	i	i	i	i
Cc1ccc(N(c2ncnc(N)c2[N+](=O)[O-])C2CCCCC2)cc1	i	i	-6	i	i	16	1	i	i	i	i
N#Cc1ccccc1CSc1nc(N)cc(N)n1	i	i	-2	i	i	-2	2	i	i	i	i
O=C(Nc1ccc(Cl)cc1)N1CC=CCC1	i	i	-7	i	i	-1	-5	i	i	i	i
CC1=CC(C)(C)N2C(=O)C3(C(C#N)=C(N)Oc4cc(C)oc(=O)c43)c3cc(C)cc1c32 (stereo not given)	i	i	-10	i	i	14	9	i	i	i	i
C=CCNC(=O)c1ccccc1NC(=O)c1ccccc1SC	i	i	-12	i	i	2	-3	i	i	i	i
Cc1nc2c(Cl)c(C)nn2c2c1CCC2	i	i	0	i	i	1	0	i	i	i	i
COc1ccc(CCNC(=O)COc2cc(O)c3c(c2)OC(C)(C)CC3=O)cc1	i	i	-14	i	i	-1	-6	i	i	i	i
COC(=O)c1ccc(C(=S)N2CCCCC2)cc1	i	i	-10	i	i	-8	-4	i	i	i	i
COc1ccc(CC(=O)OCC(=O)Nc2ccc(Cl)c(S(=O)(=O)N(C)C)c2)cc1	i	i	-11	i	i	-1	-19	i	i	i	i
Cn1c(=O)n(C)c2cc3[nH]cnc3cc21	i	i	-5	i	i	-1	-1	i	i	i	i
Cc1nn(-c2ccccc2)c(Cl)c1/C=N/Nc1nnc(C)c(=O)[nH]1	i	i	-5	i	i	-1	0	i	i	i	i
CC1(C)CC(NC(=O)c2sc3cc(Cl)ccc3c2Cl)CC(C)(C)N1	i	i	-9	i	i	-14	-2	i	i	i	i
COc1cccc(CNC(=O)CSc2nc(=O)n(Cc3ccncc3)c3c2CCC3)c1	i	i	-13	i	i	-5	-2	i	i	i	i
Cn1sc(=O)c2cc(S(=O)(=O)NC3CC3)ccc21	i	i	-13	i	i	1	11	i	i	i	i
O=C(NCc1ccc2c(c1)OCO2)c1ccc(C2SCC(=O)N2Cc2ccco2)cc1 (stereo not given)	i	i	-14	-7.7*	i	5	-2	i	i	i	i
Cc1c(NC(=O)c2ccc(N(Cc3ccccc3)S(C)(=O)=O)cc2)c(=O)n(-c2ccccc2)n1C	i	i	-3	i	i	-2	-3	i	i	i	i
COc1cccc(C2=CC(=O)CC(c3ccco3)C2)c1 (stereo not given)	i	i	-6	i	i	4	-2	i	i	i	i
COC(=O)c1ccc(NC(=O)CSc2nc(=O)cc(N)n2-c2ccccc2)cc1	i	i	-12	i	i	4	1	i	i	i	i
COc1ccc(CCNCc2csc3nc4ccccc4n23)cc1OC	i	i	-10	i	i	2	13	i	i	i	i
CCOC(=O)c1cnc2ccc(OC)cc2c1NCCc1ccc(OC)c(OC)c1	i	i	-13	i	i	.	-10	i	i	i	i
CC(C)C(=O)NCc1cc(-c2ccc(Cl)cc2)no1	i	i	-3	i	i	-2	2	i	i	i	i
O=C(c1n[nH]c2c1CCCC2)n1ccnc1	i	i	-1	i	i	0	-2	.	.	i	i
COc1ccccc1CNC(=O)COC(=O)CCN=C1NS(=O)(=O)c2ccccc21	i	i	-13	i	i	2	22	i	i	i	i
COc1ccc(C)cc1S(=O)(=O)N1CCN(C(=O)c2ncoc2-c2ccccc2F)CC1	i	i	-12	i	i	0	0	i	i	i	i
O=C(COc1ccc(Br)cc1)Nc1ccncc1	i	i	-13	i	i	7	-3	i	i	i	i
S=C(NCCc1ccccn1)Nc1ccccc1Cl	i	i	-14	i	i	-6	-4	i	i	i	i
CC(=O)Nc1nc(=S)ss1	i	i	-8	i	i	-2	1	i	i	i	i
Cc1ccc(C(=O)NCc2ccccn2)c(Cl)c1	i	i	-3	i	i	-2	-4	i	i	i	i
CC(C)Oc1ccc(CC2CCC(=O)N(C)C2=O)cc1 (stereo not given)	i	i	-3	i	i	.	-2	i	i	i	i

(list continues)
smiles	KCNK9 block	KCNQ1 act	hERG protect	RGS4 pot	RGS4 inh	HDAC3 inhib	SKKanGAS inh	KCNK3 inh	TMEM16A act	TMEM16A inh	KCNQ1 block
C/C(=N\NC(=O)COc1ccc(C)cc1[N+](=O)[O-])c1cccs1	i	i	-13	i	i	0	2	i	i	i	i
COc1cc(/C=C(/C#N)c2ccccc2)ccc1Oc1ccc([N+](=O)[O-])cn1	i	i	-20	i	i	1	-6	i	i	i	i
NC(=O)c1nsc(C(=O)N(c2cccc(F)c2)C(C(=O)NCC2CCCO2)c2c[nH]c3ccccc23)c1N (stereo not given)	i	i	-14	i	i	13	4	i	i	i	i
C/C(=N\Nc1nccnc1Cl)c1ccc(Cl)c(Cl)c1	i	i	-8	i	i	2	-7	i	i	i	i
COc1ccc(N(C(=O)c2snc(C(N)=O)c2N)C(C(=O)NCc2ccccc2)c2ccc(O)cc2)cc1OC (stereo not given)	i	i	-11	i	i	.	3	i	i	.	i
COc1ccc(-c2nn(-c3ccccc3)cc2/C=N/N=C(N)N)cc1OC	i	i	-11	i	i	4	-11	i	i	i	i
O=C(CN1C(=O)COc2ccccc21)N1CCc2ccccc21	i	i	-16	i	i	-3	-6	i	i	i	i
Cc1ccc(NS(=O)(=O)c2cccc(C(=O)N/N=C/c3ccc4c(c3)OCCO4)c2)c(C)c1	i	i	-5	i	i	14	23	i	i	i	i
C/C(=N/Nc1ccccc1[N+](=O)[O-])c1ccc([N+](=O)[O-])cc1	i	i	-8	i	i	10	-4	i	i	i	i
O=C1C2CC(O)CN2C(=S)N1Cc1ccccc1 (stereo not given)	i	i	-7	i	i	0	-5	i	i	i	i
N#CCCn1cc(C(N)=O)c(-c2cccs2)n1	i	i	-1	i	i	-3	-4	i	i	i	i
O=C(c1ccc(NC2=NC3CS(=O)(=O)CC3S2)cc1)N1CCN(c2ccc(F)cc2)CC1 (stereo not given)	i	i	-9	i	i	-3	-4	i	i	i	i
